# Rv3671c inh = Rv3671c (M. tuberculosis) protease inhibition; inhibition, % at 5.96 µM; hit rate 0.048% among 320,000; AID 2606; in the data active = inhibition above about 38%;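 note: extracellular domain of Rv3671c used as enzyme; 0% = enzyme with DMSO and 100% = no enzyme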
# Target sequence (P9WHR9 whole entry, looked up, the tested form may be a part): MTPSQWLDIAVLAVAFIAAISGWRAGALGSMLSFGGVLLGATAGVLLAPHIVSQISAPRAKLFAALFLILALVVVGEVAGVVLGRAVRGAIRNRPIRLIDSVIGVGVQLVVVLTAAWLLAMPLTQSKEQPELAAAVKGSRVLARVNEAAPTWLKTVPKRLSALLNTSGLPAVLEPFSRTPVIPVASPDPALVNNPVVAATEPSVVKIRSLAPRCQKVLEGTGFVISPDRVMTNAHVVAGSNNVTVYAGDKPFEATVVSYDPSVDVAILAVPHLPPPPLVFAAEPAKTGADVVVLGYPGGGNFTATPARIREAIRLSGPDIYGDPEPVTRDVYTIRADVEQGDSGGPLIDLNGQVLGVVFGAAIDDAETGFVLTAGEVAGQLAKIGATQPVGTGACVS
# FadD28 binding = M. tuberculosis FadD28 bisubstrate binding inhibition; FadD28 bisubstrate probe binding, fluorescence polarization; inhibition, % at 12.5 µM; hit rate 0.22% among 360,000; in the data active = inhibition above about 8.5%, passing the limit was not always enough; inconclusive = no clear call, values can overlap the other calls
# BoNT-F LC inh = BoNT F light chain protease inhibition. Multiplex microsphere protease cleavage assay, flow cytometry. inhibition, % at 10 µM. hit rate 0.22% among 360,000. AID 588497; in the data active = inhibition above about 35%, passing the limit was not always enough; inconclusive = no clear call, values can overlap the other calls; note: plate controls were buffer without enzyme for full effect and enzyme alone for no effect
# MazF activator = MazEF (E. coli) toxin RNase activation; P0AE70; FAM/BHQ RNA-DNA oligo cleavage fluorescence, 5 h; activation, % at 20 µM; hit rate 0.32% among 350,000; AID 504720; in the data active = activation above about 50%
# Target sequence (P0AE70 whole entry, looked up): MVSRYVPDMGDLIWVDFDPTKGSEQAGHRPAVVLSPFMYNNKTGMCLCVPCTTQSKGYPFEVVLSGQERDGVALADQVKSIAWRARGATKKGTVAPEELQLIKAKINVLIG
# GDH-TPI inh = counter-screen for M. tuberculosis FBA inhibitors: GDH-TPI coupled enzymes. GDH-TPI coupled enzyme counterscreen, NADH absorbance. inhibition, % at 4.8 µM. hit rate 1.2% among 360,000. AID 588335; in the data active = inhibition above about 30%;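 note: 0% = DMSO wells and 100% = wells lacking the enzyme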
# FBA Mtb inh = inhibitors of M. tuberculosis fructose-bisphosphate aldolase | P9WQA3 | purified M. tuberculosis FBA, fluorescence read-out | inhibition, % at 1 µM | hit rate 2.3% among 360,000 | AID 588726; in the data active = inhibition above about 27%;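 note: 0% = vehicle and 100% = reference inhibitor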
# Target sequence (P9WQA3 whole entry, looked up): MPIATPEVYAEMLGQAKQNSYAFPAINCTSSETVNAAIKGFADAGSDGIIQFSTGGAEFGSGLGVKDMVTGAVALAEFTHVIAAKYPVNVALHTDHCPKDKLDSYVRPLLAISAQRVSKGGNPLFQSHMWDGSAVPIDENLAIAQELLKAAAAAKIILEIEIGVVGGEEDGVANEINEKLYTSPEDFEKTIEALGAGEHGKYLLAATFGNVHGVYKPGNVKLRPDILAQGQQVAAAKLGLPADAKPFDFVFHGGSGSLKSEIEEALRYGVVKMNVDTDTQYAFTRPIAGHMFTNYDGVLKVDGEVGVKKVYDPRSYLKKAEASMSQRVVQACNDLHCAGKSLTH
# PrPC TRFRET = inhibitors of human cell surface prion protein PrPC; P04156; TR-FRET read-out; inhibition, % at 13.8 µM; hit rate 0.43% among 370,000; AID 720596; in the data active = inhibition above about 24%; note: 0% = median of the test wells and 100% = reference compound wells
# UGM FP inh = inhibitors of M. tuberculosis UDP-galactopyranose mutase. P9WIQ1. purified UGM, fluorescence polarization probe displacement. inhibition, % at 10 µM. hit rate 0.06% among 320,000. AID 504406; in the data active = inhibition above about 10%, passing the limit was not always enough; inconclusive = no clear call, values can overlap the other calls
# Mtb BioA inh = BioA (M. tuberculosis) enzyme inhibition; hit rate 0.096% among 360,000; AID 602481; purified M. tuberculosis BioA enzyme, plate reader; inhibition, % at 9.99 µM; in the data active = inhibition above about 40%; inconclusive = no clear call, values can overlap the other calls
# An asterisk follows results filed as active; u = inconclusive; x = not tested or not shown; + = active, no number. Rows were taken by chance; about 4.8% have a hit in one of these screens.
SMILES,Rv3671c inh,FadD28 binding,BoNT-F LC inh,MazF activator,GDH-TPI inh,FBA Mtb inh,PrPC TRFRET,UGM FP inh,Mtb BioA inh
O=C(CCCCn1c(=O)c2ccccc2n(CC(=O)Nc2cccc(F)c2)c1=O)NCc1ccco1,-8,-3.5,-4,15,2,-2,2,2.8,0.9
CC(C)CCN(C(=O)c1cn2ccccc2n1)c1c(N)n(Cc2ccccc2)c(=O)[nH]c1=O,x,-1.5,16,-2,8,-2,-1,x,-1.0
C=CCn1c(SCC(=O)Nc2nncs2)nnc1-c1ccco1,3,-2.9,7,-5,-1,75*,5,-1.0,6.4
O=C(NC1CCS(=O)(=O)C1)c1ccc(S(=O)(=O)NCC2CCCO2)cc1 (stereo not given),-2,-2.3,2,0,5,0,-3,0.3,-1.1
Cn1c(N)c(C(=O)COC(=O)c2cc(C3CC3)nc3ccccc23)c(=O)n(Cc2ccccc2)c1=O,-77,-4.8,2,-49,5,-1,3,-1.0,-0.2
CCOCCCNC(=O)C1CCN(S(=O)(=O)N2CCCC2)CC1,5,-2.0,-10,2,-10,0,-5,1.1,x
CN(C)c1ncc(S(=O)(=O)c2ccccc2)c(-c2ccc(Cl)cc2Cl)n1,-1,1.5,-2,-1,15,1,3,-1.0,-2.2
COc1ccc(N2CCN(C(=O)Cn3ncc4c([nH]c5ccccc54)c3=O)CC2)cc1,-15,-0.5,9,13,11,7,0,-0.6,-1.1
CC(=O)OC1(c2ccc(C)cc2)CN2CCC1c1ccccc12 (stereo not given),7,0.1,-10,-7,-4,2,3,0.8,x
O=C(O)COCc1nc2ccccc2[nH]1,-1,-0.6,-1,0,8,4,-3,-1.0,2.7
O=C(C1CC(=O)N(c2ccccc2)C1)N1CCN(c2ccccc2F)CC1 (stereo not given),-3,-3.4,-1,-2,8,-5,-3,-1.8,14
CC(=O)O/N=C(/C)c1ncc(C(F)(F)F)cc1N1CCOCC1,-5,-2.6,-2,6,9,14,-2,-1.0,-0.5
CCOC(=O)N1CCC(NC(=O)COc2cc(=O)n(C)c3ccccc23)CC1,0,-2.0,-5,-1,7,1,2,2.1,-0.3
Cc1ccccc1Cn1cc(C)c(=O)[nH]c1=O,-6,-0.9,9,2,7,-3,-10,2.0,-0.4
CC(C)CC(C(=O)O)N1C(=O)C2C3CC(C2C1=O)C1C(c2ccccc2)c2sc(=O)[nH]c2SC31 (stereo not given),3,1.7,0,-3,-1,-1,8,0.7,x
CCN1C(=O)[C@@H]2[C@@H](c3ccc(-c4cccc(Cl)c4)c(OC)c3)N3CCCC[C@@]3(C(=O)OC)[C@@H]2C1=O,4,-3.1,-1,-13,-4,1,12,-0.9,-1.7
C/C(=N\NC(=O)C(O)(c1ccccc1)c1ccccc1)c1ccc(C)o1,5,-5.5,-6,3,1,-3,2,0.0,-1.1
O=C(NC(=S)Nc1ccc(F)cc1)c1ccc2c(c1)OCCO2,-24,1.4,3,4,7,-2,9,-0.4,x
CC1(C)CC(=O)C(C2c3ccccc3S(=O)(=O)c3ccccc32)C(=O)C1,-1,-1.7,-12,6,4,2,-1,-2.6,x
CCCCn1c(N)c(N(C)C(=O)CCCn2c(=O)oc3ccccc32)c(=O)[nH]c1=O,x,-1.0,-4,3,7,0,-3,x,-0.5
CC(=O)Nc1ccc2sn(-c3ccccc3)c(=O)c2c1,x,-4.0,-43,-9,-2,-2,2,x,0.5
COc1ccc(Cl)cc1C(=O)NNC(=O)CNC(=O)c1ccc(C)s1,1,-3.2,-4,0,6,4,-3,-2.2,-0.7
S=c1[nH]nc(Cn2nnc3ccccc32)n1-c1ccc(Cl)cc1,-4,0.3,-2,3,1,2,7,0.8,x
COc1ccc2cc(C(=O)c3ccccc3)c(=O)oc2c1,4,-2.4,-8,-6,17,0,1,4.4,-1.1
CC(=O)c1ccc(NC(=O)CSc2nnc(NC(=O)CN3CCOCC3)s2)cc1,-7,-3.5,-4,0,11,-1,4,x,0.1

# Laid out differently: three of the compounds above
SMILES	Rv3671c inh	FadD28 binding	BoNT-F LC inh	MazF activator	GDH-TPI inh	FBA Mtb inh	PrPC TRFRET	UGM FP inh	Mtb BioA inh
O=C(O)COCc1nc2ccccc2[nH]1	-1	-0.6	-1	0	8	4	-3	-1.0	2.7
O=C(C1CC(=O)N(c2ccccc2)C1)N1CCN(c2ccccc2F)CC1 (stereo not given)	-3	-3.4	-1	-2	8	-5	-3	-1.8	14
CC(=O)O/N=C(/C)c1ncc(C(F)(F)F)cc1N1CCOCC1	-5	-2.6	-2	6	9	14	-2	-1.0	-0.5

# (listing goes on)
SMILES,Rv3671c inh,FadD28 binding,BoNT-F LC inh,MazF activator,GDH-TPI inh,FBA Mtb inh,PrPC TRFRET,UGM FP inh,Mtb BioA inh
CCCCNc1c(-c2ccc(OC)c(SC(C)CC)c2)nc2cnccn12 (stereo not given),x,1.9,-6,-22,13,15,-5,x,0.2
OC(c1ccc(Cl)cc1)c1ncc(-c2ccccc2F)[nH]1 (stereo not given),x,-3.2,-2,x,1,2,1,x,1.0
Cc1cccc(NCc2n[nH]c(=S)n2-c2ccccc2)c1,-2,-0.5,-4,-9,0,2,4,0.0,x
Cc1ccc(OCC(=O)NCCNC(=O)c2ccncc2)cc1C,0,-1.2,3,7,-7,0,8,3.0,-0.6
Cc1nc(Nc2nc(CSc3ccc(Cl)cc3)cc(=O)[nH]2)nc2ccccc12,-7,-0.6,-14,-16,0,-2,-6,0.0,x
C/C(=N/NC(=O)c1ccncc1)c1ccc(NC(=O)c2ccc(Cl)cc2Cl)cc1,-2,0.0,1,-5,11,5,6,-0.7,-2.2
O=C(CN1CCN(c2ccc(Cl)cc2)CC1)Nc1ccc(F)c(F)c1,8,0.1,23,8,9,1,1,2.0,1.4
O=C(NCCN1CCCC1=O)Nc1ccccc1,4,-4.1,-14,1,-6,4,4,-2.3,2.2
O=C(CN1CCN(S(=O)(=O)c2ccc(Br)s2)CC1)NCC1CCCCC1,x,-3.1,-7,-3,9,2,-22,x,2.6
CCC(Sc1nc(C)cc(C)n1)C(=O)Nc1nccs1 (stereo not given),4,-1.2,0,4,-2,2,-3,-1.3,0.4
Nc1c(C(=O)N/N=C/c2ccc([N+](=O)[O-])cc2)cnn1-c1ccccc1,13,-5.9,u,-1,18,0,-2,0.1,-0.5
CCn1c(SCC(=O)Nc2cccc(C)n2)nc2c1c(=O)n(C)c(=O)n2C,13,0.2,-3,2,4,0,-3,2.1,x
Nc1c(Cl)ncnc1N/N=C/c1cccc(O)c1,-2,0.4,2,3,42*,-2,-29,3.2,x
Cc1onc(-c2c(Cl)cccc2Cl)c1NC(=O)NNc1ccccc1,4,0.5,2,-9,-6,3,6,-2.0,x
COc1ccccc1NC(=O)CSc1nnc(CCNC(=O)c2ccc(C)cc2)n1C,-4,0.1,2,1,-2,4,-3,1.2,x
O=C(c1ccco1)N1CCN(C(=O)C2CCCc3c2[nH]c2ccc(Cl)cc32)CC1 (stereo not given),-6,-1.9,-6,-3,-8,0,-6,1.9,x
COCCNC(=O)C1(C)CCCN(C(=O)c2cccc(OC(F)(F)F)c2)C1 (stereo not given),x,-3.0,3,x,-2,-4,-1,x,0.5
CNC(=O)c1c(NC(=O)c2ccc(N3C(=O)CCC3=O)cc2)sc2c1CCC(C)C2 (stereo not given),-17,x,-19,7,11,-3,-6,2.4,0.7
CCOC(=O)c1c(Cc2ccccc2)c[nH]c1C,0,-2.8,-10,-32,-4,0,1,0.5,-0.6
Cc1occc1-c1nnc(SCC(=O)NCc2cccs2)n1CC1CCCO1 (stereo not given),x,-3.3,6,3,-9,-3,-7,x,-0.3
O=C(c1cnn2c(C(F)F)cc(C3CC3)nc12)N1CCCC1,-14,-1.8,2,3,11,1,-5,3.2,0.7
Cc1cccc(N2C(=O)N(c3ccccc3C)C3CS(=O)(=O)CC32)c1 (stereo not given),1,-1.1,u,4,12,0,1,-1.7,0.6
O=C(O)C1C(C(=O)O)C1(c1ccccc1)c1ccccc1 (stereo not given),5,-3.4,-2,8,-10,0,-2,-0.2,x
CC1CCCN(C(=O)c2ccc(S(=O)(=O)N3CCC(c4nc5ccccc5s4)CC3)cc2)C1 (stereo not given),-17,-0.5,-7,-1,2,-2,9,1.6,2.3
COc1cccc(NC(=S)N(CCN2CCCCC2)Cc2ccco2)c1,6,-0.4,-6,3,-4,5,2,-0.4,x

# Further results
SMILES,Rv3671c inh,FadD28 binding,BoNT-F LC inh,MazF activator,GDH-TPI inh,FBA Mtb inh,PrPC TRFRET,UGM FP inh,Mtb BioA inh
Cn1c(SCC(=O)Nc2ccccc2C(F)(F)F)nc2c(c1=O)SCC2,13,-4.9,0,2,-7,-4,5,0.8,-0.7
Cc1ccc(S(=O)(=O)N2CCOCC2)cc1NC(=O)COC(=O)c1cnccn1,-18,-2.3,-5,6,0,-1,-5,x,4.7
COc1ccccc1NS(=O)(=O)c1cc(NC(=O)CCC(=O)c2cccs2)ccc1Cl,-93,1.8,-9,-1,8,-1,-2,-0.1,0.1
CC(Oc1ccc(Br)cc1)C(=O)Nc1cc(Cl)ccc1N1CCN(C)CC1 (stereo not given),-10,-2.8,2,6,-1,-2,1,-1.8,x
CCOC(=O)[C@]1(C#N)[C@@H]2C=CC(C(N)=O)=CN2[C@@H](C(N)=O)[C@@H]1c1ccc(F)cc1,1,0.0,u,-35,15,4,-4,-0.4,x
COc1cc(NC(=S)Nc2ccc(S(=O)(=O)N3CCOCC3)cc2)cc(OC)c1OC,-1,1.8,-13,-4,5,3,-1,0.7,0.0
Cc1ccc(CNC(=O)Cc2ccc(-n3c(=O)[nH]c4ccsc4c3=O)cc2)cc1,-4,-0.8,5,8,6,0,6,3.0,8.7
CN(Cc1ccccc1F)C(=O)C(Cc1ccccc1)NC(=O)c1ccccc1 (stereo not given),0,-1.5,x,4,2,0,x,-1.7,x
CN1C(=O)NC(c2cccc(F)c2)C2=C1CC(C)(C)CC2=O (stereo not given),-1,-3.4,u,12,4,1,-3,-1.2,0.2
COc1ccc(-c2cc(=NCC(=O)O)c3ccccc3o2)cc1,-8,-1.1,-46,12,28,+,x,2.7,x
C/C(=N\NC(=O)c1cccc(N/N=C(\C)c2ccncc2)c1)c1ccncc1,-1,-4.3,-2,-1,15,-6,-2,4.9,x
COc1cc(/C=N/n2c(C)nc3ccccc3c2=O)cc(OC)c1O,-4,-0.5,4,1,22,1,0,0.7,0.8
O=C(c1ccc(-c2ccccc2)cc1)C1CCCN(C(=O)c2cncs2)C1 (stereo not given),0,-1.5,-4,-5,0,1,6,0.8,1.9
COc1cc(/C=C(\C#N)C(=O)Nc2ccccc2F)ccc1OCCN1CCOCC1,-4,-0.9,1,7,17,2,2,-0.7,-3.6
CC(OC(=O)/C=C/c1ccco1)C(=O)Nc1cccc([N+](=O)[O-])c1 (stereo not given),5,5.7,-6,-4,11,1,-9,-3.2,x
CCCCN(C(=O)c1cc(S(=O)(=O)N2CCOCC2)ccc1N1CCOCC1)c1ccccc1,x,-2.2,-8,-4,8,0,-3,x,0.2
C[C@@H](OC(=O)c1[nH]cnc1C(=O)N1CCc2ccccc2C1)c1ccccc1,-12,-2.5,3,0,5,2,-1,-0.9,1.9
O=C(/C=C/c1ccc(Br)o1)NCc1ccccc1,-14,-0.9,-3,-5,20,-1,-1,4.2,x
COc1cccc(/C=C/c2nc(S(=O)(=O)c3ccccc3)c(N3CCC(C(N)=O)CC3)o2)c1,x,-2.3,1,5,31*,38*,-2,x,0.2
COc1ccc(NC(=O)c2cc(C3CCCCN3C(=O)c3ccc(Cl)cc3)on2)c(C)c1 (stereo not given),x,-1.7,-8,x,9,-2,6,x,0.1
CCN(CC)S(=O)(=O)c1ccc(C(=O)Nc2ccc(C(F)(F)F)n(C)c2=O)cc1,5,0.9,5,-5,-4,2,-3,-1.0,-4.9
COc1cc(C[C@@H](C)[C@@H](C)Cc2ccc(O)c(OC)c2)ccc1O,2,-0.6,-2,5,11,2,2,0.0,3.5

# Entries shown so far with bromine (3):
SMILES,Rv3671c inh,FadD28 binding,BoNT-F LC inh,MazF activator,GDH-TPI inh,FBA Mtb inh,PrPC TRFRET,UGM FP inh,Mtb BioA inh
O=C(CN1CCN(S(=O)(=O)c2ccc(Br)s2)CC1)NCC1CCCCC1,x,-3.1,-7,-3,9,2,-22,x,2.6
CC(Oc1ccc(Br)cc1)C(=O)Nc1cc(Cl)ccc1N1CCN(C)CC1 (stereo not given),-10,-2.8,2,6,-1,-2,1,-1.8,x
O=C(/C=C/c1ccc(Br)o1)NCc1ccccc1,-14,-0.9,-3,-5,20,-1,-1,4.2,x
